PGC1a acetyl inh: PGC1a acetylation modulation, inhibitor mode | inhibition, % at 15.6 µM | AID 651687 | U2OS PGC1a acetylation, AlphaScreen anti-acetyl-lysine; with virally co-expressed GCN5 acetyltransferase | 0.17% of 350,000 active;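 active means every replicate shows inhibition of at least 40%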;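 further: 0% = neutral control wells and 100% = positive control wells; some results beyond the cut were filed as inactive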
SIRT5 block: sirtuin-5 (human) deacylase inhibition; Purified SirT5, succinyl-peptide AMC, trypsin-coupled fluorescence; inhibition, % at 15 µM; Q9NXA8; 1.1% of 330,000 active; in the data active means inhibition above about 15%
LGR2 antag: inhibitors of bursicon-induced Drosophila LGR2 receptor cAMP signaling; HEK293 LGR2, CRE-luciferase, bursicon-stimulated, 4 h; inhibition, % at 9.99 µM; 0.35% of 380,000 active; AID 720647;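 active means drop in luminescence signal, shown as inhibition above about 50% in the replicate tests, limit read from the data, passing the limit was not always enough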;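 further: agonist challenge used bursicon conditioned medium at about half maximal strength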
Xi reactivation: activators of X-chromosome reactivation in mouse fibroblasts; 0.055% of 360,000 active; AID 743238; activation, % at 7.58 µM; XiGFP mouse fibroblasts, % GFP-positive cells imaging, 3 d; cells co-treated with 5-aza-dC sensitizer; scaled so ellipticine positive control = 100%;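 active means mean normalized replicate activation at least 10% and every replicate at or above 10%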;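 further: 0% = median of on-plate neutral control wells and 100% = ellipticine 6 µM median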
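Material: XiGFP fibroblasts, SV40-immortalized; Buffer or medium: DMEM containing 5-aza-dC; Compound dosing: single point; Times: 3 days compound exposure.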
C2C12 statin: suppressors of simvastatin-induced myotoxicity in C2C12 myotubes; ATP luminescence, 48 h; scaled: DMSO 0, geranylgeraniol control 100; rescue of ATP level, % at 7.49 µM; 0.78% of 330,000 active; AID 602340;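 active means mean ATP rescue above about 67%, or every replicate alone reaching that limit, limit read from the data, passing the limit was not always enough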;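 further: myotubes were challenged with 10 µM simvastatin during compound exposure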
Cneo AK release: Cryptococcus neoformans lysis via adenylate kinase release; C. neoformans lysis, adenylate kinase release luminescence, 4 h; normalised: neutral wells 0, clomiphene wells 100; lysis activity, % at 15 µM; 0.2% of 360,000 active;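 active means mean lysis activity across replicates of at least 80%, whatever share of replicates individually reach that level; inactive means mean lysis activity below 80%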
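Material – Cryptococcus neoformans yeast cells · Quantity – 5 × 10^6 yeast cells/mL · Buffer or medium – YPD medium · Compound – single dose · Timing – 4 h static compound exposure, 37 °C, read 1 h post-reagent · Signal – adenylate kinase release luminescence · Read-out basis – lysis from increased AK signal · Benchmarks – Clomiphene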
S100A4 MyoIIA: inhibitors of human S100A4 binding to myosin IIA peptide | AID 652163 | P26447 | inhibition, % at 10.7 µM | 0.14% of 360,000 active | S100A4/TAMRA-MyoIIA peptide fluorescence polarization;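 active means mean inhibition of at least 70% across replicates, with every replicate also reaching that level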
Target sequence (P26447 whole entry, looked up): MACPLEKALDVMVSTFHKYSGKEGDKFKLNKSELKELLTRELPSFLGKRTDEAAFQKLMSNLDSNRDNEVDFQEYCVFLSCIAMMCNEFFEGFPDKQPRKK
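System – human S100A4 monomer protein, biochemical binding assay · Buffer or medium – Calcium-containing HEPES buffer, pH 7.2 · Timing – 5 min between mix addition and reading · Also added – TAMRA-labelled myosin IIA heavy-chain peptide probe, 5 nM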
ERAP1 inh: blocks human ERAP1 aminopeptidase activity | inhibition, % at 10.7 µM | recombinant ERAP1, Leu-AMC fluorescence, 60 min | 0.15% of 340,000 active | Q9NZ08 | AID 652197;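 active means mean replicate inhibition of at least 30%, or all replicates individually reaching that 30% level; inactive means mean below 30% and not every replicate reaching it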;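 further: 0% = neutral control wells and 100% = L-leucinethiol positive control wells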
Target sequence (Q9NZ08 whole entry, looked up): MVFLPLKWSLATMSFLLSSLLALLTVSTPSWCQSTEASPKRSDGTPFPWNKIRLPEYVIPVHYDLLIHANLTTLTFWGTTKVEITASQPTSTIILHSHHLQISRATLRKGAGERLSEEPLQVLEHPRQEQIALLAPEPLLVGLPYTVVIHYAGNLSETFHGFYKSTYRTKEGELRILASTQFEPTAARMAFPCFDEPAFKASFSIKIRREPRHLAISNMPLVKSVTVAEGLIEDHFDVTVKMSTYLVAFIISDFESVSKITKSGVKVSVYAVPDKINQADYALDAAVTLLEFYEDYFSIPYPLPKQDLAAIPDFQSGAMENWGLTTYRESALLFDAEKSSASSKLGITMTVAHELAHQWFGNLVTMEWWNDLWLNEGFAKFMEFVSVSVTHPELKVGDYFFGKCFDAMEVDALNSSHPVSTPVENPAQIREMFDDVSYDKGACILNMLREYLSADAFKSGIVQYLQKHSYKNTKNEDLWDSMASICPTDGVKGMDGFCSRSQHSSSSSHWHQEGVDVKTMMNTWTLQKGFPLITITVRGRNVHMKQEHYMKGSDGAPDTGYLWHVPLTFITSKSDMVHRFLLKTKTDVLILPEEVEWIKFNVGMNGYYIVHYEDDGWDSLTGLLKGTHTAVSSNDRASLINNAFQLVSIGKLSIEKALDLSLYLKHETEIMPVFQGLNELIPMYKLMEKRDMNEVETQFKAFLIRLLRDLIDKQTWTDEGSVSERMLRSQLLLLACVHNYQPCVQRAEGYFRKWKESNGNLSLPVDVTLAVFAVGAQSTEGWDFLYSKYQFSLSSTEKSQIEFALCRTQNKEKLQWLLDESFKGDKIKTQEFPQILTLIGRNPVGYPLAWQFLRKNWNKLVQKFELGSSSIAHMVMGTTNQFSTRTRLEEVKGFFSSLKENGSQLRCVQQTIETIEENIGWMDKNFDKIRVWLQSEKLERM
Active calls of the source: *; / = not tested or not shown; & = joins results of further samples.

SMILES | PGC1a acetyl inh | SIRT5 block | LGR2 antag | Xi reactivation | C2C12 statin | Cneo AK release | S100A4 MyoIIA | ERAP1 inh
O=C(CCN1C(=O)S/C(=C\c2ccccc2)C1=O)NC1CCS(=O)(=O)C1 (configuration not stated) | -13 | 3 | 5 | 0.0 | -3 | -1 | 4 | 4
COc1ccc(S(=O)(=O)Nc2cccc3c2O[C@@H](CN(C)S(=O)(=O)c2cccs2)[C@H](C)CN([C@@H](C)CO)C3=O)cc1 | -8 | -4 | 2 | -0.8 | / | -2 | -6 | -1
COC(=O)C1=C(C)N(C)C(=NCc2cccc(C(F)(F)F)c2)NC1c1ccc(C(F)(F)F)cc1 (configuration not stated) | / | / | 39 | 0.0 | / | / | 7 | 0
Cc1c(N)cc2c(c1N)C(C)(C)CC2(C)C | 3 | / | 18 | 0.1 | 7 | 0 | 21 | 2
CCOc1ccccc1Nc1nnc(SCC(=O)NCC2CCCO2)s1 (configuration not stated) | -2 | -2 | 7 | 0.4 | -1 | / | 27 | 1
O=C(C[C@@H]1CC[C@@H](NC(=O)Nc2ccc(F)cc2)[C@H](CO)O1)NCc1cccc(F)c1 | -9 | -2 | -10 | -0.3 | -4 | -4 | 5 | 0
Cc1ccc(S(=O)(=O)CNC(=S)c2ccc3ccccc3c2)cc1 | 6 | -3 | -15 | / | 1 | 13 | -1 | 0
COc1ccccc1NC(=O)C(=O)NNC(=O)COc1ccc2ccccc2c1 | / | -3 | 0 | -0.1 | 14 | -1 | -4 | -6
C[C@@H]1CN([C@H](C)CO)S(=O)(=O)c2ccc(-c3ccc(F)cc3)cc2O[C@H]1CN(C)Cc1ccccc1C(=O)O | 11 | 1 | -32 | 0.1 | -9 | 0 | -6 | 2
CC(C)Cc1nnc(NC(=O)C2CSC3(C)CCC(=O)N23)s1 (configuration not stated) | / | 1 | 20 | 0.4 | 1 | 2 | -1 | 2
COc1ccc(NC(=S)N2CCN(S(=O)(=O)c3ccccc3)CC2)cc1OC | / | 1 | 4 | 0.3 | 6 | 0 | -3 | -6
O=C(NC1CCCC1)N[C@@H]1CC[C@H](CC(=O)N2CCOCC2)O[C@@H]1CO | 0 | 0 | -13 | 0.8 | 0 | 1 | 14 | 0
OC[C@@H]1Nc2ccc(C#Cc3ccccc3)cc2[C@H]2[C@@H]1CCN2Cc1nccs1 | -14 | / | 3 | 1.0 | 10 | 1 | / | /
O=C(Cc1cccs1)N/N=C/C=C/c1ccccc1[N+](=O)[O-] | -2 | 0 | -16 | 0.0 | / | 1 | 6 | -1
CC1(C(=O)Nc2cccc3ccccc23)CCN1C(=O)Cc1ccccc1Cl (configuration not stated) | / | -1 | 10 | 0.0 | 9 | 17 | -3 | 0
CCc1ccc(N2CC(C(=O)Nc3ccccc3N3CCCC3)CC2=O)cc1 (configuration not stated) | -5 | -3 | 13 | 0.4 | 3 | 8 | -4 | -2
CCOc1ccccc1N1CCN(C(=O)Cc2ccc(S(=O)(=O)N3CCOCC3)s2)CC1 | 5 | -1 | -4 | -0.1 | 10 | 2 | -5 | 1
CC(C(=O)Nc1ccc2c(c1)OCO2)N1CCN(C)CC1 (configuration not stated) | 2 | 4 | -7 | -0.1 | -2 | 1 | 0 | 3
COc1ccc(NC(=O)Nc2cc(C)ccc2F)cc1OC | 0 | -1 | -17 | -0.1 | 8 | 2 | -10 | -2
CC(=O)N(C)C[C@H]1Oc2cc(/C=C/c3ccccc3)ccc2S(=O)(=O)N([C@H](C)CO)C[C@H]1C | -10 | 7 | 4 | -0.4 | -5 | 1 | 3 | 4
Cc1cccc(NC(=O)COC(=O)c2n[nH]c3ccccc23)c1C | -9 | 2 | -4 | -0.1 | 4 | -1 | -2 | -3
COCCn1c(C)cc(C(=O)CN2C(=O)C(=O)N(CCC3=CCCCC3)C2=O)c1C | 10 | / | 1 | 0.2 | -11 | 2 | -7 | 0
COc1ccc2nc(NC(=O)CS(=O)(=O)Cc3ccccc3)sc2c1 | / | 1 | -19 | 0.0 | / | 0 | -7 | 0
CC(C)NC(=O)N(C)C[C@@H]1Oc2c(NC(=O)Nc3ccc4c(c3)OCO4)cccc2C(=O)N([C@@H](C)CO)C[C@@H]1C | -5 | / | -6 | -0.3 | 2 | -7 | / | /
O=S(=O)(Nc1ccc(-c2cn3c(n2)SCC3)cc1)c1ccccc1F | -2 | 1 | 19 | 0.0 | 11 | -9 | -6 | 0

A few values from above:
PGC1a acetyl inh, O=C(NC1CCCC1)N[C@@H]1CC[C@H](CC(=O)N2CCOCC2)O[C@@H]1CO stands at 0
Cneo AK release, Cc1cccc(NC(=O)COC(=O)c2n[nH]c3ccccc23)c1C stands at -1
S100A4 MyoIIA, COC(=O)C1=C(C)N(C)C(=NCc2cccc(C(F)(F)F)c2)NC1c1ccc(C(F)(F)F)cc1 (configuration not stated) stands at 7
Cneo AK release, CCOc1ccccc1N1CCN(C(=O)Cc2ccc(S(=O)(=O)N3CCOCC3)s2)CC1 stands at 2

(list continues)
SMILES | PGC1a acetyl inh | SIRT5 block | LGR2 antag | Xi reactivation | C2C12 statin | Cneo AK release | S100A4 MyoIIA | ERAP1 inh
COc1ccccc1-c1ccc2c(c1)O[C@H](CN(C)S(=O)(=O)c1ccc(C)cc1)[C@H](C)CN([C@@H](C)CO)S2(=O)=O | -12 | 4 | -2 | -1.2 | -62 | 1 | -8 | 2
CC(C)(C)c1ccc(-n2ncc3c2CCCC3NC(=O)c2ccncc2)cc1 (configuration not stated) | / | -2 | -2 | 0.0 | -29 | 5 | 6 | 0
COc1cc(C(=O)CCN2CCC(c3ccccc3)C2)cc(OC)c1OC (configuration not stated) | 1 | -2 | -3 | 0.0 | / | 3 | -1 | -3
CCOc1ccccc1C(C(=O)NCCOC)N(CCOC)C(=O)Cn1nnc2ccccc21 (configuration not stated) | 3 | -2 | -13 | 0.0 | / | / | -13 | 2
C=CCn1c(SCc2csc(C)n2)nc2scc(-c3ccc(C)o3)c2c1=O | / | -5 | 13 | / | / | / | 6 | 4
CCn1cc(/C=C/C(=O)Nc2ccn(Cc3c(F)c(F)cc(F)c3F)n2)cn1 | 4 | -9 | / | -0.1 | / | / | -2 | 0
NC(=O)C1=C[C@H](c2ccc(Br)cc2)C[C@H](OCc2ccc(CO)cc2)O1 | -5&7 | -2&2 | -64 | 0.3 | -7 | -13&-2 | 2&-1 | -2&4
CCOc1ccc(OCCC(=O)N(CC)CC(=O)NCc2cccs2)cc1 | -9 | 4 | 13 | 0.1 | -1 | -2 | 0 | 0
COc1cc(/C=N/NC(=O)c2ccncc2)ccc1OC(=O)c1cc(OC)c(OC)c(OC)c1 | -2 | 0 | 2 | 0.0 | 9 | -1 | 2 | -5
CN(C)CC#Cc1ccc([C@H]2[C@@H](CO)N3CCCCN(C(=O)NC4CCCC4)C[C@@H]23)cc1 | 10 | 0 | 15 | 0.0 | / | 0 | 20 | -1
CC1(C)CC(N2CCOCC2)=CC(=[N+]2CCOCC2)C1 | / | 4 | 5 | 0.0 | / | 3 | 6 | 22
CCOC(=O)CC1C(=O)NCCN1S(=O)(=O)c1ccc(NC(C)=O)cc1 (configuration not stated) | / | -1 | -6 | -0.1 | -1 | -3 | 1 | 3
CC1CCN(c2ccc3c(c2)S(=O)(=O)c2cccc(C(=O)O)c2C3=O)CC1 | 16 | / | -15 | 0.0 | 4 | -3 | -3 | /
CCc1ccc(N2C(=O)CN(CC(=O)OC)C2=S)cc1 | / | 2 | / | 0.0 | / | / | 3 | -5
COc1ccc(N(Cc2cc3cc(C)ccc3[nH]c2=O)C(C)=O)cc1 | 17 | -7 | 1 | 0.1 | 13 | 5 | -4 | 5
C[C@H](O)C#Cc1cnc2c(c1)C(=O)N([C@@H](C)CO)C[C@H](C)[C@@H](CN(C)C(=O)Cc1ccncc1)O2 | 18 | 3 | 9 | 0.5 | 2 | -1 | -11 | -4
CC(CCl)n1c(=O)c2ccccc2n1S(C)(=O)=O (configuration not stated) | / | 2 | 6 | 0.1 | / | / | -5 | -1
C[C@@H]1CCCCO[C@H](CN(C)Cc2ccccc2)[C@H](C)CN([C@@H](C)CO)C(=O)c2cc(NC(=O)Nc3ccccc3)ccc2O1 | -27 | 3 | 14 | 0.0 | / | -1 | -7 | 2
Cc1ccc(N/C=C/C(=O)c2cccs2)cc1 | -9 | -7 | 75* | 0.0 | 7 | -5 | 0 | -11
COc1cc(OC)c(-c2nc3ccccc3s2)cc1OC | / | -38 | -30 | -0.2 | / | / | -3 | 1
O=C(Nc1ccncc1)c1cc(-c2ccccn2)nc2ccc(Br)cc12 | 2 | 0 | 10 | 0.0 | 13 | 0 | -1 | 5
CCOCC(=O)Nc1ccc(C(=O)Nc2ccccc2Cl)cc1 | / | 7 | -30 | 0.0 | / | / | 0 | 0
O=C(Cc1n[nH]c(=O)c2ccccc12)Nc1cc(Cl)ccc1-n1cncn1 | 4 | 0 | 9 | 0.1 | -22 | 0 | -2 | 0
Cc1csc(=N)n1CC(=O)N1CCc2ccccc21 | 1 | / | -7 | / | -5 | -1 | / | /
COc1ccc(S(=O)(=O)Nc2ccc3c(c2)[C@@H]2C[C@@H](CC(=O)N(C)C)O[C@H](CO)[C@@H]2O3)cc1 | 0 | 4 | 16 | 0.0 | -6 | -1 | 3 | 1

Additional entries
SMILES | PGC1a acetyl inh | SIRT5 block | LGR2 antag | Xi reactivation | C2C12 statin | Cneo AK release | S100A4 MyoIIA | ERAP1 inh
CCCCCCC1CCC(C(=O)Nn2c(C)nc3ccccc3c2=O)CC1 (configuration not stated) | 2 | / | 2 | / | -11 | 0 | / | /
Cc1cc(OCCN2CCC(Cc3ccccc3)CC2)ccc1[N+](=O)[O-] | / | 0 | 4 | -0.1 | 0 | -2 | 1 | -7
CC(C)NC(=O)CCNS(=O)(=O)c1ccc(Br)cc1 | 3 | / | -17 | / | 44 | 5 | / | /
COc1ccc(NC(=O)N(C)C[C@@H]2OCCCC[C@H](C)Oc3ccc(NS(=O)(=O)c4ccc(Cl)cc4)cc3C(=O)N([C@@H](C)CO)C[C@@H]2C)cc1 | -1 | 1 | -3 | 0.0 | / | 1 | -2 | -4
CN(C)S(=O)(=O)c1cccc(NC(=O)COc2nc3ccccc3nc2N2CCOCC2)c1 | 2 | / | 11 | 0.1 | / | -1 | -5 | 8
COc1ccc(S(=O)(=O)n2nc(OCc3cccs3)cc2N)cc1 | / | / | 2 | 0.0 | 6 | -5 | -3 | 2
COc1ccc(CNC(=O)CSc2nnc(C(F)(F)F)n2C)cc1 | 4 | / | -16 | 0.0 | / | / | 0 | -2
CN1CCCN(C(=O)c2ccccc2Cl)CC1 | / | 4 | 14 | 0.1 | -18 | 2 | 4 | 1
COc1cc(NS(=O)(=O)c2ccc(NC(=S)NC(=O)/C=C/c3ccc(OC)c(OC)c3)cc2)ncn1 | 14 | -4 | 12 | 0.0 | -1 | 0 | 3 | 4
COCCNC(=O)C[C@H]1CC[C@H]2[C@@H](COc3ccc(NC(=O)Cc4ccccc4)cc3C(=O)N2C)O1 | 5 | -3 | -14 | 0.2 | -13 | -2 | 16 | 1
Cn1c(=O)n(C)c2cc(N3CCCC3)c(NC(=O)c3cccc(F)c3)cc21 | 4 | -1 | 8 | 0.2 | -21 | -4 | -15 | 1

Quoted at random: 2 compounds from above, in no set order.
SMILES | PGC1a acetyl inh | SIRT5 block | LGR2 antag | Xi reactivation | C2C12 statin | Cneo AK release | S100A4 MyoIIA | ERAP1 inh
Cc1cc(OCCN2CCC(Cc3ccccc3)CC2)ccc1[N+](=O)[O-] | / | 0 | 4 | -0.1 | 0 | -2 | 1 | -7
CN(C)S(=O)(=O)c1cccc(NC(=O)COc2nc3ccccc3nc2N2CCOCC2)c1 | 2 | / | 11 | 0.1 | / | -1 | -5 | 8

Compound activity deposited in PubChem BioAssay by Broad Institute.

The list is partial; the hit share may differ from the screen's.
